High-throughput results as filed in PubChem BioAssay.
RNase H inhibition – RNase H inhibition, HIV 1 Gag Pol polyprotein, FRET biochemical assay, screening (AID 372); HIV-1 RT RNase H, FRET RNA/DNA substrate fluorescence; higher % means a stronger effect; one-dose inhibition, % at 10 µM; IC50 in µM for titrated hits; 100,000 tested, 0.77% active; in the data active means inhibition above about 50%
Starred values were filed as active, the others as inactive. Some of the compounds tested (hit frequency here may not be typical).

SMILES | RNase H inhibition
CCCCCOC(=O)C1=C(C)NC(=O)NC1c1ccc(Br)cc1 (stereo unspecified) | 20%
Cc1ccc2oc(-c3cccc(NC(=O)C(Cl)(Cl)Cl)c3)nc2c1 | 23%
Cc1ccc(S(=O)(=O)N2CCN(CCNC(=O)C(=O)Nc3ccc(Cl)cc3)CC2)cc1 | 39%
CN1C2C=C(N(CCc3c[nH]c4ccccc34)C(=O)c3cc(Cl)cc(Cl)c3)CC1CC2 (stereo unspecified) | 22%
CN1C(=O)C(c2ccc(O)cc2)(c2ccc(O)cc2)c2ccccc21 | 15%
C=CCc1ccc(OCCOCCOc2cccc3cccnc23)c(OC)c1 | 23%
O=S(=O)(NCc1ccc2c(c1)OCO2)c1cccs1 | 5%
Cc1cc(C(=O)NCCc2ccc(S(N)(=O)=O)cc2)ccc1[N+](=O)[O-] | 5%
O=C1C(Cl)=C(Nc2ccc(F)cc2)C(=O)N1c1ccccc1 | 6%
Cc1ccccc1NCC(=O)N/N=C\c1ccc(I)o1 | 8%
O=C(COc1ccccc1)Nc1ccc(C(=O)OC2CCCCC2)cc1 | 22%
CCc1ccccc1NC(=O)c1ccc(C(C)(C)C)cc1 | 10%
O=C(Nc1cccc2ccccc12)c1cnn2c1NC(c1ccc3c(c1)OCO3)CC2C(F)(F)F (stereo unspecified) | 22%
COc1cc(/C=C2/C(=O)NC(=O)N(c3cc(C)cc(C)c3)C2=O)cc(Br)c1OC | 9%
N#CC1=C(N)C(C#N)(C#N)C(c2ccc(O)cc2)C2CCCC=C12 (stereo unspecified) | 9%
COc1ccc(C(=O)Nc2ccc(N3CCN(C(C)=O)CC3)cc2)cc1 | 5%
CCOc1cc(C2C3=C(CC(C)(C)CC3=O)OC3=C2C(=O)CC(C)(C)C3)cc(Cl)c1O | 17%
COc1ccccc1NC(=O)/C(=C\c1ccc(Br)cc1)NC(=O)c1ccccc1OC | 18%
COc1ccc(C)cc1NC(=O)C(c1ccccc1)c1ccccc1 | 3%
Cc1ccccc1CSCC(=O)Nc1ccc(Cl)c(C(F)(F)F)c1 | 11%
COC(=O)C1=C(C)NC(C)=C(C(=O)OC)C1c1c(Cl)cccc1Cl | 14%
Cc1cc(NC(=O)/C=C/c2cccc([N+](=O)[O-])c2)ccc1Br | 4%
Cc1cc2nc(-c3cccc(NC(=O)/C=C/c4cccc([N+](=O)[O-])c4)c3)oc2cc1C | 17%
O=C1C(Cl)=C(Nc2ccc(Cl)cc2)C(=O)c2ccccc21 | 13%
CCOC(=O)c1c(NC(=O)CC2Sc3ccc(C(F)(F)F)cc3NC2=O)sc(C)c1C (stereo unspecified) | 10%
O=C(Nc1cccnc1)c1cccc2c1C(=O)c1ccccc1-2 | 13%
FC(F)(F)c1ccccc1C1CC(c2cccs2)=NN1c1ccc(Cl)cc1 (stereo unspecified) | 6%
CC(C)C(=O)NC(c1ccc(N(C)C)cc1)c1ccc2cccnc2c1O (stereo unspecified) | 7%
CC(=O)c1cnc2c(-c3ccccc3)c(-c3ccccc3)nn2c1C | 7%
Nc1nc2ccccc2n1Cc1ccccc1F | 11%
CC(=O)NC(=Nc1nc(C)c2cc(C)ccc2n1)NC(C)=O | 7%
CCOc1ccc(N2C(=O)CC(N3CCN(C)CC3)C2=O)cc1 (stereo unspecified) | 1%
Cn1c(NCc2ccccc2)cc(=O)n(C)c1=O | 16%
COc1ccc(CC(=O)Nc2ccc(Br)cc2F)cc1OC | 12%
CCc1ccc2oc(-c3ccc(NC(=O)c4ccc(Cl)cc4Cl)cc3)nc2c1 | 15%
Cc1c(Cl)cccc1-c1ccc(C(=O)Nc2cccc(NC(=O)c3cccc(Cl)c3)c2)o1 | 13%
COc1cc(C)ccc1OCCCOc1cc(C)c(Cl)cc1C | 19%
CC(C)(C)NC(=O)/C(=C\c1cccs1)NC(=O)c1ccccc1 | 9%
Cc1ccc(NC(NC(=O)c2ccc([N+](=O)[O-])cc2)C(Cl)(Cl)Cl)cc1 (stereo unspecified) | 4%
COc1ccc(C(=O)/C=C/c2ccc3c(c2)OCO3)cc1OC | 9%

19 entries from above in another layout:
canonical_smiles	RNase H inhibition
Cc1cc(NC(=O)/C=C/c2cccc([N+](=O)[O-])c2)ccc1Br	4%
Cc1cc2nc(-c3cccc(NC(=O)/C=C/c4cccc([N+](=O)[O-])c4)c3)oc2cc1C	17%
O=C1C(Cl)=C(Nc2ccc(Cl)cc2)C(=O)c2ccccc21	13%
CCOC(=O)c1c(NC(=O)CC2Sc3ccc(C(F)(F)F)cc3NC2=O)sc(C)c1C (stereo unspecified)	10%
O=C(Nc1cccnc1)c1cccc2c1C(=O)c1ccccc1-2	13%
FC(F)(F)c1ccccc1C1CC(c2cccs2)=NN1c1ccc(Cl)cc1 (stereo unspecified)	6%
CC(C)C(=O)NC(c1ccc(N(C)C)cc1)c1ccc2cccnc2c1O (stereo unspecified)	7%
CC(=O)c1cnc2c(-c3ccccc3)c(-c3ccccc3)nn2c1C	7%
Nc1nc2ccccc2n1Cc1ccccc1F	11%
CC(=O)NC(=Nc1nc(C)c2cc(C)ccc2n1)NC(C)=O	7%
CCOc1ccc(N2C(=O)CC(N3CCN(C)CC3)C2=O)cc1 (stereo unspecified)	1%
Cn1c(NCc2ccccc2)cc(=O)n(C)c1=O	16%
COc1ccc(CC(=O)Nc2ccc(Br)cc2F)cc1OC	12%
CCc1ccc2oc(-c3ccc(NC(=O)c4ccc(Cl)cc4Cl)cc3)nc2c1	15%
Cc1c(Cl)cccc1-c1ccc(C(=O)Nc2cccc(NC(=O)c3cccc(Cl)c3)c2)o1	13%
COc1cc(C)ccc1OCCCOc1cc(C)c(Cl)cc1C	19%
CC(C)(C)NC(=O)/C(=C\c1cccs1)NC(=O)c1ccccc1	9%
Cc1ccc(NC(NC(=O)c2ccc([N+](=O)[O-])cc2)C(Cl)(Cl)Cl)cc1 (stereo unspecified)	4%
COc1ccc(C(=O)/C=C/c2ccc3c(c2)OCO3)cc1OC	9%

The list continues.
SMILES | RNase H inhibition
O=C(OCCN=C1NS(=O)(=O)c2ccccc21)c1ccccc1 | 13%
CC(=O)CC(=O)Nc1cc([N+](=O)[O-])ccc1Cl | 13%
C=CCNc1nc(-c2sc(NC(=O)CC)nc2C)cs1 | 0%
CCOc1ccc(OCCCOc2ccc(Cl)c(C)c2)cc1 | 17%
CCOP(=O)(CN1CCN(CP(=O)(OCC)OCC)CC1)OCC | 2%
COc1ccc2c(c1)OCC/C2=N\OC(=O)c1ccc(C)cc1 | 0%
Clc1ccc(-c2nnc(-c3ccccc3)o2)cc1 | 9%
C/C(=N/NC(=O)c1ccc([N+](=O)[O-])cc1)c1ccccc1Cl | 7%
O=C(c1ccco1)N1CCN(Cc2ccc(F)cc2)CC1 | 7%
COc1cc(C(=O)NC(=S)Nc2c(C)cc(Br)cc2C)cc(OC)c1OC | 0%
O=C1c2ccc(-c3ccc4c(c3)C(=O)N(c3ccccn3)C4=O)cc2C(=O)N1c1ccccn1 | 8%
CCC(=O)N1c2ccccc2-c2nnc(SC)nc2OC1c1ccc(F)cc1 (stereo unspecified) | 11%
O=c1c2ccccc2nc(-c2ccco2)n1-c1cccc2ccccc12 | 11%
CC(C)CCn1c(-c2ccc(N)cc2)nc2ccccc21 | 21%
CC1(C)CC(=O)c2c(oc3ccc(NS(=O)(=O)c4ccc(Cl)cc4)cc23)C1 | 12%
CCOC(=O)/C(=C/c1ccc(F)cc1)NC(C)=O | 9%
COc1cc(/C=N/NC(=O)c2ccncc2)cc(I)c1OCc1ccccc1C#N | 37%
C/C(=N\Nc1ccc([N+](=O)[O-])cc1)c1ccc([N+](=O)[O-])o1 | 8%
COC(=O)CN(c1cccc(Cl)c1Cl)S(=O)(=O)c1ccccc1 | 20%
O=P(Cc1ccncc1)(c1ccccc1)c1ccccc1 | 0%
O=C(Cn1c(NCCCO)nc2ccccc21)c1cccc([N+](=O)[O-])c1 | 6%
O=c1oc2c([N+](=O)[O-])cc(Br)cc2cc1-c1nc(-c2ccccc2)cs1 | 5%
COc1ccc(Cl)cc1-c1n[nH]c(=S)n1-c1ccccc1 | 1%
NC(=O)NNS(=O)(=O)c1ccc2c(c1)Cc1cc(S(=O)(=O)NNC(N)=O)ccc1-2 | 6%
Cc1ccccc1N1C(=O)/C(=C\C=C\c2ccccc2)C(=O)N(c2ccccc2)C1=S | 18%
O=C(NC(=S)Nc1ccc2oc(-c3cccc(F)c3)nc2c1)c1cccc(Cl)c1 | 5%
Cc1ccc(N2C(=O)/C(=C\c3cccs3)SC2=S)cc1 | 11%
CCOC(=O)C1=C(C)NC2=C(C(=O)CCC2)C1c1ccc(OC)c(OC)c1 (stereo unspecified) | 0%
CC(C)c1ccc(CNC(=O)CSCC(=O)Nc2ccc3ccccc3c2)cc1 | 7%
COc1cc(C=O)ccc1OCCOc1cccc(Cl)c1Cl | 22%
CC1=CC(C)(C)Nc2ccc(OC(=O)c3ccc(Cl)c([N+](=O)[O-])c3)cc21 | 26%
CC(C)Oc1ccccc1-c1cc(C(=O)O)c2ccccc2n1 | 2%
COc1ccc(-c2cc(-c3ccccc3)nc(SCC(=O)C3CC3)c2C#N)cc1 | 15%
O=C(CCCOc1ccccc1)Nc1ccc(F)cc1 | 0%
COc1ccc(C(=O)Nc2ccccc2C(N)=O)cc1 | 0%
CC(=O)N1CCN(c2ccc(NC(=O)c3cccs3)cc2)CC1 | 11%
O=C1CC(c2cccc(Br)c2)c2cc(Br)c3ccccc3c2N1 (stereo unspecified) | 15%
O=C(N/N=C/c1ccc(OCc2ccccc2)cc1)c1ccc[n+](Cc2ccccc2)c1 | 19%
CCOC(=O)c1c(N)sc(C(=O)NC2CCCCC2)c1C | 7%
O=C(Nc1nnc(/C=C/c2ccccc2)s1)c1ccccc1 | 19%

Looked up by structure from above, 2 records:
SMILES | RNase H inhibition
COc1ccc(Cl)cc1-c1n[nH]c(=S)n1-c1ccccc1 | 1%
CC(=O)N1CCN(c2ccc(NC(=O)c3cccs3)cc2)CC1 | 11%

The listing continues:
SMILES | RNase H inhibition
COc1ccc(N=C(NOC(C)=O)c2ccc(Cl)cc2)c(OC)c1 | 7%
COc1cc(N2CCN(Cc3ccccc3)CC2)c([N+](=O)[O-])nc1[N+](=O)[O-] | 3%
Cc1cc(=O)[nH]c(SCc2ccc([N+](=O)[O-])cc2)n1 | 3%
Cc1ccc(/C=N/NC(=O)c2ccc(F)cc2)cc1 | 0%
CC(C(=O)c1ccc(-c2ccccc2)cc1)[n+]1cccc(NC(=O)c2ccccc2)c1 (stereo unspecified) | 29%
Cc1cccc(C(=O)NC(NC(=O)c2cccc(C)c2)c2ccc(Br)cc2)c1 | 10%
O=C(N/N=C/c1ccc(Br)o1)/C(=C/C=C/c1ccccc1)NC(=O)c1ccccc1 | 12%
COc1ccc(NC(=O)CCCN2C(=O)/C(=C\c3ccc(C)cc3)SC2=S)cc1 | 19%
CCn1c(C)[n+](CC)c2ccc([N+](=O)[O-])cc21 | 2%
COC(=O)c1ccccc1NC(=O)c1cc(Cl)ccc1Cl | 8%
Cc1ccc2c(c1)c1c(n2C)C(=O)CCC1 | 15%
O=C(Nc1cccc(O)c1)c1cc2nc(-c3ccccc3)cc(-c3ccccc3)n2n1 | 0%
Cc1ccc(S(=O)(=O)N/N=C/c2ccc(-c3ccc([N+](=O)[O-])cc3Cl)o2)cc1 | 34%
COc1ccc(/C=C2/SC(=S)N(CC(=O)Nc3ccc(F)c(Cl)c3)C2=O)cc1OC | 8%
CC(NC(=O)C12CC3(C)CC(C)(CC(C)(C3)C1)C2)C(=O)O (stereo unspecified) | 8%
Cc1ccccc1OCC(=O)N/N=C/c1cccnc1 | 6%
CCC1=[N+](C)c2cccc3cccc(c23)N1C | 3%
COc1ccc(-c2csc(/C(C#N)=C/c3cc(Cl)cc(Cl)c3OC)n2)cc1 | 3%
CCOC(=O)c1ccc(NC(=S)NC(NC(=O)Cc2ccccc2)C(Cl)(Cl)Cl)cc1 (stereo unspecified) | 13%
O=C(NC1C2CC3CC(C2)CC1C3)c1cc([N+](=O)[O-])ccc1Cl (stereo unspecified) | 13%
CSc1ccc(/C=N/NC(=O)/C(=C\c2cccs2)NC(=O)c2ccccc2)cc1 | 19%
COc1cc(Cl)c(C2Nc3ccccc3-c3nnc(SC)nc3O2)cc1OC (stereo unspecified) | 5%
CSc1cccc(NCc2cccc(Oc3ccccc3)c2)c1 | 20%
CCCCCC(=O)N/N=C/c1ccccc1Cl | 2%
C=CCNC(=O)C(=O)NC1CCCCC1 | 5%
CCN1C(=O)/C(=C/c2cc(Cl)cc(Cl)c2OCc2ccc(F)cc2)SC1=S | 34%
O=C(Nc1cccc(O)c1)c1ccc(Cl)c([N+](=O)[O-])c1 | 17%
COc1ccc(Cl)cc1N(CC(=O)Nc1ccccc1F)S(=O)(=O)c1ccccc1 | 4%
COc1ccc(-n2cccc2/C=c2\sc3nc4ccccc4n3c2=O)cc1 | 11%
COc1cc2ccccc2cc1C(=O)Nc1ccc(OC(F)(F)F)cc1 | 9%
Nc1ncc(Cc2cccc3ccccc23)s1 | 39%
COc1ccc2c(c1)-c1c(ssc1=S)C(C)(C)N2C(=O)CSc1nncn1C | 5%
CCc1c(C)sc(NC(=O)COc2ccccc2)c1C(=O)OC(C)C | 41%
COc1ccc(C(=O)NC(=S)Nc2ccc(-c3nc4ccccc4s3)cc2)cc1Br | 17%
Cc1c(NC(=O)c2sc3ccccc3c2Cl)cccc1-c1nc2ncccc2o1 | 10%
C=CCn1c(C)c(C(C)=O)c(N2CCCC2)nc1=S | 7%
CCOC(=O)CSc1nc(N)c2c3c(sc2n1)CCCCC3 | 22%
O=C(NCC1CCCO1)c1ccc(I)cc1 (stereo unspecified) | 0%
CCSCCOC(=O)C1=C(C)NC2=C(C(=O)CCC2)C1c1cccc([N+](=O)[O-])c1 (stereo unspecified) | 24%
CCc1ccc(CN2CCC(C(=O)N3CCN(c4ccccc4)CC3)CC2)cc1 | 9%
Cc1ccccc1/C=N/N1CCN(c2ccccc2)CC1 | 0%
O=C1C(=Cc2c3ccccc3cc3ccccc23)C(=O)c2ccccc21 | 4%
Cc1cc(Cl)ccc1OC(C)C(=O)Nc1sc2c(c1C(N)=O)CCCC2 (stereo unspecified) | 25%
O=C(O)c1ccc(-c2cccc(OC(F)(F)F)c2)o1 | 0%
